Screening results (PubChem)
GIRK2 activator: GIRK2 channel activators by thallium flux; HEK293 GIRK2/NPY4 cells, thallium flux fluorescence; activation (% efficacy), % for hits at 37.5 µM; 34,000 tested, under 10 active; AID 1259324;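 active = primary screen hit, no activity in plain HEK293 cells, and in GIRK2-only cells above 5% efficacy rising with concentration; inactive = the rest, including fluorescent compounds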;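 also: efficacy is normalized control-subtracted fluorescence 15 s after thallium addition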
Target sequence (P48051 whole entry, looked up): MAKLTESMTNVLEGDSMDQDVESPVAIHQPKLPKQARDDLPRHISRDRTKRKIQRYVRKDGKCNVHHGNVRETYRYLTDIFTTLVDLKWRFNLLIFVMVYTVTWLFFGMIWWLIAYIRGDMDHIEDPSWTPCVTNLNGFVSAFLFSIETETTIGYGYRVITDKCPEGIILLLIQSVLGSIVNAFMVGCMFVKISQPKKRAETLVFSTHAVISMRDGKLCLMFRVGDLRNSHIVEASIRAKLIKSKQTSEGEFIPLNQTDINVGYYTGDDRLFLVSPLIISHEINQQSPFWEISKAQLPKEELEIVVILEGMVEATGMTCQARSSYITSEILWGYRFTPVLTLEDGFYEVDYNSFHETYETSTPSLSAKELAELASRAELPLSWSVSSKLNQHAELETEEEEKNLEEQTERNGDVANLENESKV
Calls only; i = inactive. These rows are one share of the data. The share of hits here may be higher or lower than overall.

SMILES	GIRK2 activator
CCCNC(=O)Cn1nc2c(c1NC(=O)c1ccc(OC)cc1OC)CSC2	i
CC(C)C(=O)Nc1ccc(SCC(=O)Nc2ccccc2C(F)(F)F)nn1	i
CCC(=O)Nc1ccc(C(=O)NCCNC(=O)Nc2ccc3c(c2)OCO3)cc1	i
NC(=O)c1cc2ccccc2o/c1=N\NC(=O)c1cccc(F)c1	i
O=C(CCCn1nc(-c2ccco2)ccc1=O)Nc1ccc(Cl)cc1Cl	i
O=C(c1csc(Nc2cccc(Cl)c2)n1)N1CCN(c2ncccn2)CC1	i
O=S(=O)(NCC1CCN(Cc2ccco2)CC1)c1cc(Cl)ccc1Cl	i
O=S(=O)(NC1CCCC(O)C1)c1ccc(F)c(Cl)c1 (configuration not stated)	i
COc1ccc(S(=O)(=O)NCC2COC3(CCCCC3)O2)c(OC)c1 (configuration not stated)	i
O=C(CSc1ccc(NC(=O)c2cccs2)nn1)NCc1ccccc1Cl	i
Cn1nnc2c(=O)n(CC(=O)Nc3ccc(C(N)=O)cc3)cnc21	i
COc1cc(OC)cc(-c2noc(Cn3cnc4c(nnn4Cc4ccc(Cl)cc4)c3=O)n2)c1	i
C#CCn1c(=NC(=O)c2cc(C)no2)sc2cc(SC)ccc21	i
COc1ccc(CCS(=O)(=O)Nc2ccc(CC(=O)NCc3cccs3)cc2)cc1	i
CC(=O)c1ccc(S(=O)(=O)NCC2CCN(C(=O)Oc3ccccc3)CC2)cc1	i
CC1Cc2c(NC(=O)Cn3cnc4ccccc43)nn(C)c2NC1=O (configuration not stated)	i
O=S(=O)(CCCOc1ccc2c(c1)OCO2)NCCc1ccccc1	i
CCOc1ccc(NC(=O)C(=O)NCCc2ccccc2OC)cc1	i
CCCCOc1ccc(S(=O)(=O)N2CCN(c3ccc4nnc(CC)n4n3)CC2)cc1	i
COCCn1c(SCC(=O)N2CCOCC2)nnc1-c1cn(C)nc1OC	i
CC(=O)c1cccc(NC(=O)CCc2csc(NS(=O)(=O)c3ccccc3)n2)c1	i
CCCn1c(=O)c2ccc(C(=O)NC3CCCCC3)cc2n2c(SCC(=O)NC(C)(C)C)nnc12	i
O=S(=O)(c1ccc(Cl)cc1)c1nc(-c2cccs2)oc1N1CCOCC1	i
CCOc1nn(CC)cc1-c1nnc(SCC(=O)Nc2cccc(C)c2)n1C	i
C/C(=C/C(=O)O)C(=O)Nc1ccc(S(=O)(=O)N2CCOCC2)cc1	i
C=Cc1ccc(CN(c2ccc3c(c2)OCO3)S(=O)(=O)c2ccc3nncn3c2)cc1	i
Cc1ccc(C(=O)CNC(=O)c2ccc(-c3ccccc3Cl)o2)cc1	i
O=C(CSc1nc(CC(=O)N2CCc3ccccc32)cs1)c1ccccc1	i
COc1ccccc1C(=O)N1CCN(c2nccn2C)CC1	i
Cc1cc(C(=O)NCc2n[nH]c(=O)c3ccccc23)c(C)o1	i
CCOc1ccc(C(=O)Nc2ccc(N3CCCC3=O)c(C)c2)cc1OCC	i
COc1ccc(C(=O)NCCCn2nc(-c3ccc(F)cc3)ccc2=O)c(OC)c1	i
O=C(Cc1cccc2ccccc12)NCC(c1cccs1)N1CCOCC1 (configuration not stated)	i
CC(C)(C)OC(=O)N1CCC(NC(=O)c2ccccc2)CC1	i
COc1cc2nc(SCc3ccc([N+](=O)[O-])cc3)n3nc(C)nc3c2cc1OC	i
COc1ccccc1Nc1nnc(Cc2ccc(C)cc2)c(=O)[nH]1	i
CCOc1ccc(S(=O)(=O)NCC(O)c2ccc(C(F)(F)F)cc2)cc1C (configuration not stated)	i
Cn1nnc2c(N3CCN(C(=O)NC(c4ccccc4)c4ccccc4)CC3)ncnc21	i
CC(C)(C)NC(=O)NCC(O)Cc1ccccc1 (configuration not stated)	i
Cc1ccc(OCC(O)CN2CC(C)OC(C)C2)cc1 (configuration not stated)	i
COc1ccccc1CNC(=O)c1cc2cccnc2n(C)c1=O	i
COC(=O)c1ccc(C(=O)Nc2cc(C)nn2-c2ccccc2)cc1	i
O=C1CCC(C(=O)Nc2nc(CC(=O)N3CCN(c4cccc(Cl)c4)CC3)cs2)N1 (configuration not stated)	i
CSc1ccccc1C(=O)NCC1CCN(S(C)(=O)=O)CC1	i
Cn1nccc1C(=O)Nc1nnc(-c2ccc3c(c2)CCCC3)o1	i
COc1cccc(-c2cc(C(=O)O)c3[nH]c(C)nc3n2)c1OC	i
CCOCCCNC(=O)c1cc2c(=O)n3cc(C)ccc3nc2n1Cc1ccccc1	i
CCN1C(=O)c2cc(NC(=O)c3cc(-c4ccccc4)on3)ccc2Oc2ccccc21	i
O=C(CCn1cnc2c(cnn2-c2ccc(F)cc2)c1=O)N1CCN(c2ncccn2)CC1	i
O=C(NCCn1ncc2c(N3CCOCC3)ncnc21)c1ccccc1	i

A draw from above in order of formula weight, low to high:
SMILES	GIRK2 activator
CC(C)(C)NC(=O)NCC(O)Cc1ccccc1 (configuration not stated)	i
Cc1ccc(OCC(O)CN2CC(C)OC(C)C2)cc1 (configuration not stated)	i
CC(C)(C)OC(=O)N1CCC(NC(=O)c2ccccc2)CC1	i
COc1cccc(-c2cc(C(=O)O)c3[nH]c(C)nc3n2)c1OC	i
COc1ccccc1Nc1nnc(Cc2ccc(C)cc2)c(=O)[nH]1	i
COc1ccccc1CNC(=O)c1cc2cccnc2n(C)c1=O	i
COC(=O)c1ccc(C(=O)Nc2cc(C)nn2-c2ccccc2)cc1	i
CSc1ccccc1C(=O)NCC1CCN(S(C)(=O)=O)CC1	i
O=C(NCCn1ncc2c(N3CCOCC3)ncnc21)c1ccccc1	i
O=C(Cc1cccc2ccccc12)NCC(c1cccs1)N1CCOCC1 (configuration not stated)	i
CCOc1ccc(C(=O)Nc2ccc(N3CCCC3=O)c(C)c2)cc1OCC	i
CCOc1ccc(S(=O)(=O)NCC(O)c2ccc(C(F)(F)F)cc2)cc1C (configuration not stated)	i
COc1ccc(C(=O)NCCCn2nc(-c3ccc(F)cc3)ccc2=O)c(OC)c1	i
CCOCCCNC(=O)c1cc2c(=O)n3cc(C)ccc3nc2n1Cc1ccccc1	i
CCN1C(=O)c2cc(NC(=O)c3cc(-c4ccccc4)on3)ccc2Oc2ccccc21	i
Cn1nnc2c(N3CCN(C(=O)NC(c4ccccc4)c4ccccc4)CC3)ncnc21	i
O=C(CCn1cnc2c(cnn2-c2ccc(F)cc2)c1=O)N1CCN(c2ncccn2)CC1	i

More compounds.
SMILES	GIRK2 activator
NC(=O)Cn1nnn(-c2ccc(NC(=O)c3ccc(OC(F)(F)F)cc3)cc2)c1=O	i
O=C(NC1CCCC(O)C1)c1cccc(F)c1 (configuration not stated)	i
CC(=O)Nc1ccc(NC(=O)Cn2cnc3c(nnn3C)c2=O)cc1	i
COC(=O)c1cc(OC)c(OC)cc1NC(=O)c1nnn(-c2ccccc2F)c1C	i
O=C(NCCOc1ccc2nnc(-c3cccc(F)c3)n2n1)c1ccc(=O)[nH]n1	i
Cc1nc(NCCNS(=O)(=O)c2cccc(Cl)c2)cc(N2CCCC2)n1	i
CC(=O)Nc1ccc(NC(=O)CN(c2ccc(F)cc2)S(=O)(=O)c2cccnc2)cc1	i
COc1ccccc1CNC(=O)CN1C(=O)c2ccccc2S1(=O)=O	i
Cc1nnc(NC(=O)c2ccc(S(=O)(=O)NCC3CCCO3)o2)s1 (configuration not stated)	i
CS(=O)(=O)N1CCCC1C(=O)N1CCN(c2nc3c(Cl)cccc3s2)CC1 (configuration not stated)	i
Cc1cc(C)n(CCNC(=O)c2cccc(C#N)c2)n1	i
O=C(Nc1nnc(-c2ccc(Br)s2)o1)c1cc(Cl)ccc1Cl	i
Cn1cccc1C(O)CNC(=O)C(C)(C)Oc1ccc(Cl)cc1 (configuration not stated)	i
O=C(c1cnn(-c2ccccc2)n1)N1CCC(c2nnc(-c3ccco3)s2)CC1	i
COc1ccc(S(=O)(=O)NCCNc2cc(-n3nc(C)cc3C)ncn2)cc1Cl	i
CN(C)CCNC(=O)C(=O)Nc1cccc([N+](=O)[O-])c1	i
COC(=O)c1ccc(C(=O)Nc2ccc3c(c2)N(S(=O)(=O)c2ccc(F)cc2)CCC3)cc1	i
Cc1ccc(S(=O)(=O)Nc2ccc3nncn3n2)c(C)c1	i
Cc1cccc(-n2ncc3c2ncn2nc(-c4cccnc4)nc32)c1	i
COc1ccc(-c2cc(CC(=O)NCc3ccccc3)no2)cc1	i
CC(=O)Nc1ccc(S(=O)(=O)NCC2CCN(Cc3cccs3)CC2)c(C)c1	i
COc1ccccc1OCC(=O)NCc1ccsc1	i
CS(=O)(=O)N1CCCC(C(=O)Nc2nc3cc4c(cc3s2)OCCO4)C1 (configuration not stated)	i
Cc1cc(F)ccc1S(=O)(=O)N1CCC(c2cccs2)CC1	i
Cc1cc(C)nc(-n2nc(C(C)(C)C)cc2OCC(=O)NCc2ccco2)n1	i
Cn1nnc2c(N3CCN(S(=O)(=O)c4cccs4)CC3)ncnc21	i
COc1ccccc1CCNC(=O)Cc1cc(-c2ccc(Cl)cc2)on1	i
COc1ccc(CCS(=O)(=O)NCC2(c3cccs3)CC2)cc1	i
Cc1cc(C)c(C(=O)NCCc2ccccc2)c(C)c1	i
O=S(=O)(c1cnc[nH]1)N1CCNCC1	i
COc1ccc(CC(=O)NCCCn2nc(-c3ccco3)ccc2=O)cc1	i
CNC(=O)C1Cc2ccccc2N1C(=O)c1ccc(S(=O)(=O)N2CCCC2)cc1 (configuration not stated)	i
Cn1c(C=C(C#N)C#N)ccc1-c1ccc(Cl)cc1	i
Cn1c(=O)[nH]cc(C(=O)NC2CC2)c1=O	i
O=S(=O)(NCC1CCN(c2ncccn2)CC1)C1CCCCC1	i
NS(=O)(=O)c1ccc(NC(=O)c2ccc([N+](=O)[O-])cc2)cc1	i
Cc1ccc(NC(=O)C(=O)NCCN2CCOCC2)cc1N1CCCC1=O	i
CCOC(=O)c1ccccc1NC(=O)CN1CCCN(Cc2cccc(C)c2)S1(=O)=O	i
COc1ccc(OC)c(Nc2nc(CC(=O)NCc3ccc4c(c3)OCO4)cs2)c1	i
CC(C)(C)n1nc2c(c1NC(=O)C(=O)NCc1ccccc1)CS(=O)(=O)C2	i
CCNC(=O)NCC1(c2cccs2)CCOCC1	i
CCc1cccc(NC(=O)CSC2=NS(=O)(=O)c3ccc(C)cc3N2)c1	i
COc1ccc(CCC(=O)NCC2(O)CCCC2)cc1	i
O=C(CCc1csc(NC(=O)c2ccc(Cl)cc2)n1)NCc1ccco1	i
CCN1C(=O)Cc2cc(NC(=O)NCCc3ccc(OC)cc3)ccc21	i
NC(=O)Cn1nnn(-c2ccc(NC(=O)NCCCc3ccccc3)cc2)c1=O	i
CC1CNc2ccccc2N(Cc2ccc(Br)cc2)C1=O (configuration not stated)	i
Cc1nn(C2CCS(=O)(=O)C2)c2nc(-c3ccccc3)cc(C(=O)NCCCN3CCCC3=O)c12 (configuration not stated)	i
Cc1cccc(Nc2ccc(NCCNS(=O)(=O)c3ccc4ccccc4c3)nn2)n1	i
Cc1cc(NC(=O)c2cccc(Oc3ncccn3)c2)no1	i

The list continues:
SMILES	GIRK2 activator
CCc1nc2sc(C(c3ccc(F)c(F)c3)N3CCCC3)c(O)n2n1 (configuration not stated)	i
COc1ccc2c(=O)c(Oc3ccc(C(=O)NCCc4c[nH]c5ccc(OC)cc45)cc3)coc2c1	i
CCNC(=O)CSc1nc(-c2ccccc2)c(NC(=O)CCc2ccc(OC)cc2)s1	i
COc1cc(N2CCN(C(=O)c3ccc(Cl)cc3Cl)CC2)nc(OC)n1	i
COC(=O)C1=C(C)Nc2ncnn2C1c1ccc(C(F)(F)F)cc1 (configuration not stated)	i
CC(C)n1ccc(C(=O)N(Cc2ccccn2)c2nc3c(Cl)cccc3s2)n1	i
COc1ccc(SCCC(=O)Nc2nnc(-c3cccs3)o2)cc1	i
O=C(CSc1ccccc1)N(CCCn1ccnc1)c1nc2c(Cl)cccc2s1	i
CC(O)(CNC(=O)c1ccccc1C(F)(F)F)c1ccc2c(c1)OCO2 (configuration not stated)	i
CSc1ccccc1NC(=O)C(=O)NCC1CCCO1 (configuration not stated)	i

The final 2 compounds of the part before are carried over, then new ones follow:
SMILES	GIRK2 activator
CC(O)(CNC(=O)c1ccccc1C(F)(F)F)c1ccc2c(c1)OCO2 (configuration not stated)	i
CSc1ccccc1NC(=O)C(=O)NCC1CCCO1 (configuration not stated)	i
COC(=O)c1ccc(NC(=O)CN2CCC(c3nnc(C)s3)CC2)cc1	i
COc1cccc2cc(-c3nnc(NC(=O)C4CCCN(S(C)(=O)=O)C4)o3)oc12 (configuration not stated)	i
O=C(/C=C/c1cccs1)NCCn1nc(-c2ccc(Cl)cc2)ccc1=O	i
CCOc1cccc2c1OC(c1ccccn1)N1N=C(c3cccc(O)c3)CC21 (configuration not stated)	i
Cc1cnc2c(c1SCc1ccc(Br)cc1)c(=O)n(C)c(=O)n2C	i
CCc1nnc2ccc(N3CCN(S(=O)(=O)c4ccc(OC)cc4OC)CC3)nn12	i
O=C(c1cc2cccnc2n(Cc2ccc(F)cc2)c1=O)N(C1CCCCC1)C1CCCCC1	i
COc1ccc(Cl)cc1NC(=O)CN1CCN(S(=O)(=O)c2ccc(Cl)cc2)CC1	i
COc1ccc(C)cc1S(=O)(=O)N1CCC2(CC1)C(=O)N(C)C(=O)N2C	i
Cc1nnc(NC(=O)CN2CC(c3nc(-c4cccc(C(F)(F)F)c4)no3)C2)s1	i
Cc1nc(Nc2ccc(NC(=O)Nc3cccc(F)c3C)cc2)cc(-n2ccnc2)n1	i
CS(=O)(=O)N1CCCC(C(=O)Nc2nnc(-c3ccccc3)o2)C1 (configuration not stated)	i
O=C(Nc1c(F)cccc1F)N(Cc1ccccn1)Cc1ccco1	i
COCCNC(=O)Cc1ccc(NC(=O)Cc2ccc(OC)c(OC)c2)cc1	i
COCC(=O)Nn1cnc2c(cnn2-c2ccc(C)cc2)c1=O	i
O=c1c2sccc2nc(SCc2nc(-c3ccc4c(c3)OCO4)no2)n1Cc1ccccc1	i
O=S(=O)(Cc1ccc(F)cc1)N1CCCN(CCn2cccn2)CC1	i
O=C(CSc1nc(=O)n(CC2CCCO2)c2c1CCC2)NCCc1ccccc1 (configuration not stated)	i
CNC(=O)CSc1nc(-c2ccccc2)c(NC(=O)COc2ccc(C)cc2)s1	i
O=C(CCS(=O)(=O)c1ccccc1)Nc1cc(-c2ccco2)nn1CCO	i
CCCCCCSC1=C(C#N)C(c2ccccc2)CC(=O)N1 (configuration not stated)	i
COc1ccc(CCNC(=O)c2ccco2)cc1OC	i
COc1cc(COCC2CCN(C(=O)c3ccsc3)CC2)cc(OC)c1	i
